Screening results: PubChem BioAssay, several laboratories
Dengue-2 NS5 capping = flavivirus cap methylation enzyme inhibition – biochemical, confirmation dose response, primary screen (AID 588689). Dengue-2 NS5 methyltransferase capping enzyme assay, biochemical; higher % means a stronger effect. inhibition, % at 25 µM, or IC50 in µM where a hit was titrated. 340,000 tested, 0.3% active; in the data active = a potency from the dose series
UTI89 phage lysis = inhibition of K1F phage lysis, E. coli UTI89, bacterial capsule biogenesis inhibitors, alamar blue (AID 488966) | inhibition, % at 100 µM; hits with a dose series show IC50 in µM | E. coli UTI89 K1F phage lysis, alamar blue, 2 h; higher % means a stronger effect | 340,000 tested, 0.02% active;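 active = phage lysis inhibition, versus mean bacterial control, above a set limit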;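 also: capsule biogenesis inhibitors block K1F phage lysis so surviving cells raise fluorescence; higher fluorescence means more inhibition of phage lysis; actives were called in the ten point dose series up to 300 µM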
West Nile antiviral = inhibition of WNV-induced cytopathic effect – cell-based, CPE readout (AID 1621). CPE inhibition, % at 10 µM; hits with a dose series show IC50 in µM. 290,000 tested, 0.02% active. West Nile virus-infected cells, CPE inhibition; higher % means a stronger effect; in the data active = a potency from the dose series; also: strong numbers were not always called active
MgcRacGAP inhibition = MgcRacGAP GTPase-activating activity inhibitors, confirmation, biochemical, ADP Hunter fluorescence; 340,000 tested, 0.6% active; AID 624330; MgcRacGAP-stimulated Rac1 GTP hydrolysis, ADP Hunter fluorescence; higher % means a stronger effect; GST-tagged Rac1 F28L mutant substrate; inhibition, % at 30 µM; hits with a dose series show IC50 in µM;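 active = first-screen hits whose inhibition reached a set limit at any dose in the follow-up dose series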;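 also: fluorescence reports GDP produced by GAP-driven GTP hydrolysis; strong numbers were not always called active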
Salmonella PhoP GFP = inhibitors of PhoP regulon expression, primary screen, Salmonella Typhimurium, GFP reporter (AID 1863) | S. Typhimurium PhoP-regulated promoter GFP reporter, 4 h; higher % means a stronger effect | inhibition, % at 50 µM, or IC50 in µM where a hit was titrated | 300,000 tested, 0.16% active;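 active = inhibition over 29.93%, a cutoff 3 SD above the screen mean, later confirmed by dose response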;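 also: 0% = low Mg2+ inducing control and 100% = high Mg2+ repressing control; strong numbers were not always called active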
T cell HTS = T cell immune modulators affecting CD8 T cell-vesicle binding; 330,000 tested, 0.068% active; AID 2052; calls only at 7 µM; 2C CD8+ T cell-vesicle binding, flow cytometry; active compounds read low;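 active = response, share of CD8 T cells binding vesicles, and their 90th percentile fluorescence all below set limits, cut at about 80% in these data, passing the limit was not always enough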
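Material: 2C TCR transgenic mouse naive CD8+ T cells, MACS-purified. Also added: QL9-charged Drosophila Ld/ICAM-1/B7-1 vesicles. Timing: binding 1.5 h at 37 °C. Measured by: high-throughput flow cytometry with anti-B7-1 and anti-CD8 staining. Read-out: percent CD8+ FL2 mean versus row control. Controls: Unloaded micro-vesicles (low), QL9 vesicles with 0.7% DMSO (high).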
RSV CPE inhibition = RSV antiviral activity via CPE protection, HEp-2 cells, primary 10 µM value included (AID 2391). 310,000 tested, 0.13% active. CPE inhibition, % at 10 µM, or IC50 in µM where a hit was titrated. HEp-2 cells, RSV-induced CPE inhibition; higher % means a stronger effect; in the data active = a potency from the dose series; also: strong numbers were not always called active
SV40 large T antigen = SV40 large T antigen inhibitors, biochemical (AID 1903); one-dose inhibition, % at 20 µM; IC50 in µM for titrated hits; SV40 large T antigen ATPase/helicase inhibition assay; higher % means a stronger effect; 310,000 tested, 0.39% active; in the data active = a potency from the dose series; also: strong numbers were not always called active
NTR1 agonist = agonists of NTR1, primary screen, imaging, U2OS cells, beta-arrestin-GFP, high content (AID 493036). P30989. NTR1-U2OS beta-arrestin-GFP spot imaging, agonist mode. 330,000 tested, 0.17% active. activation, % at 20 µM;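 active = activation at or above 40% of the spot to cytoplasm intensity ratio, with at least 20 cells analyzed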;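 also: 0% = DMSO without peptide and 100% = 100 nM NTR1 peptide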
Target sequence (P30989 whole entry, looked up): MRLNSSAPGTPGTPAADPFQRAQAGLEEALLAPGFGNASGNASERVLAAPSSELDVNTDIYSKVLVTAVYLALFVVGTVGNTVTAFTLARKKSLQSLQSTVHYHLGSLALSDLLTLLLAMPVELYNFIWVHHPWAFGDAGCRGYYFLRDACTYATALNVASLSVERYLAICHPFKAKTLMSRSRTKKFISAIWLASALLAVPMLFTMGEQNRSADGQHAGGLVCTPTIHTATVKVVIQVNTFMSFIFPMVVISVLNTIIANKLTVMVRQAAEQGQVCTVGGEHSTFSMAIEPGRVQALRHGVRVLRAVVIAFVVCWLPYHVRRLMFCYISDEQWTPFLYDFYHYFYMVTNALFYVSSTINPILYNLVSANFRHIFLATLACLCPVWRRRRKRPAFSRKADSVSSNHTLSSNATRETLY
T cell HTS vesicle-bound % = also measured in T cell HTS; calls as there; double positive events, %; measured here: CD8+ vesicle-bound cell fraction;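 binding gate set so that unloaded-vesicle control wells show 10% double positive cells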
NTR1 agonist cell count 20 µM = second read-out of NTR1 agonist, no call of its own (marks repeat the call); cell count; measured here: cell count, cytotoxicity flag
Dengue-2 NS5 capping pilot replicate = also measured in Dengue-2 NS5 capping; calls as there; inhibition, %; measured here: pilot screen replicate inhibition
Starred values were filed as active, the others as inactive; i = inactive; / = no result given; & = joins results of further samples; [ ] = remark or other dose.

SMILES | Dengue-2 NS5 capping | UTI89 phage lysis | West Nile antiviral | MgcRacGAP inhibition | Salmonella PhoP GFP | T cell HTS | T cell HTS vesicle-bound % | RSV CPE inhibition | SV40 large T antigen | NTR1 agonist | NTR1 agonist cell count 20 µM | others
CC(=O)c1c(C)[nH]c(C(=O)CSc2nnc(-c3ccco3)n2Cc2ccccc2)c1C | -24% | 0.1% | -0.6% | 14% | 34% | i | 28 | 12% | 2% | 0.9 | 95 | Dengue-2 NS5 capping pilot replicate=-9.1
CCOC(=O)C1(CC2CCCCO2)CCN(Cc2ccccc2-c2ccco2)CC1 (centres undefined) | -12% | 1.0%[50 µM] | 0.5% | 3% | -10% | i | 36 | 1.0% | 22% | 0.9 | 44
COc1cccc(N2CCN(c3nc(C)c(C)c(=O)[nH]3)CC2)c1 | -1% | 0.7% | -1.7% | 7% | -6% | i | 16 | 1.1% | 9% | 0.7 | 52
COc1cc(C(=O)N2CCN(C(=O)c3cccc4ccccc34)CC2)cc(OC)c1OC | 6% | 0.5% | -0.8% | 6% | 3% | i | 38 | 2.5% | 4% | -0.1 | 55
CCC1=NN2C(=N)/C(=C\c3cccn3-c3ccc(C)c(C)c3)C(=O)N=C2S1 | 22% | -0.1% | 1.4% | 6% | 6% | i | 52 | 15% | 8% | 3.9 | 104
COc1ccc(Cl)cc1C(=O)NCC(c1ccco1)N1CCCC1 (centres undefined) | -1% | -0.1% | -0.8% | 6% | 0% | i | 18 | 0.1% | 3% | -1.7 | 62
Cc1cc(NS(=O)(=O)c2ccc(Nc3nc(-c4ccc(C)c(C)c4)cs3)cc2)no1 | 22% | -5.5%[50 µM] | -0.1% | 12% | 2% | i | 25 | 16% | 17% | 11 | 70
C=CCn1c(=S)[nH]c2ccc(Br)cc2c1=O | 0% | 0.9% | -0.1% | 6% | 8% | i | 29 | 4.5% | -5% | -4.3 | 87
N#Cc1ccc(OCC(=O)OCC(=O)NCCC2=CCCCC2)cc1 | -2% | 3.5%[50 µM] | -0.1% | 5% | 4% | i | 49 | 1.9% | 0% | 1.4 | 62
Cc1ccc(Cl)c(OCC(=O)NC2CCN(Cc3ccccc3)CC2)c1 | 3% | 1.5%[50 µM] | / | 2% | -7% | i | 30 | -2.3% | 2% | -0.3 | 69
CC(=O)N1CCN(C(=O)c2ccc3c(c2)OCO3)CC1 | -2% | -4.5% | / | -3% | / | i | 21 | / | / | 0.3 | 76
COC(=O)c1ccc(NC(=O)c2cn(-c3ccccc3)nc2-c2ccncc2)cc1 | -2% | 3.3% | 0.2% | -1% | -4% | i | 32 | 2.6% | -1% | 2.6 | 31
Cc1ccc(-c2nc(N)nc(N)n2)c(C)c1 | 1% | 0.6% | / | 4% | / | i | 49 | 0.5% | 6% | -3.9 | 84
COc1ccc([C@H]2CC(=O)C=C(c3cc4ccccc4s3)C2)cc1OC | -2% | 0.9% | / | 6% | / | i | 14 | 0.9% | / | -0.8 | 71
CC(C)CCN(C(=O)c1cn2ccccc2n1)c1c(N)n(Cc2ccccc2)c(=O)[nH]c1=O | -4% | 0.8%[50 µM] | / | 8% | / | / | / | / | / | -0.5 | 78
CCn1c(CNC(=O)C2CCCCC2)cc2cc(C)ccc21 | -9% | 0.1% | -0.1% | 3% | -1% | i | 44 | 0.4% | 1% | 0.3 | 66
COc1cc(/C=C/C(=O)N2CCN(c3ccccn3)CC2)cc(OC)c1OC | -5% | 0.3%[50 µM] | 0.6% | 3% | 0% | i | 65 | 0.9% | 1% | 1.1 | 47
O=C(NCc1ccco1)c1cccc(NC(=O)c2ccccc2)c1 | -4% | 0.8% | -0.5% | 9% | 0% | i | 33 | -0.7% | 4% | -1.9 | 76 | Dengue-2 NS5 capping pilot replicate=-4.6
CC(=O)Nc1c(C(=O)c2ccccc2)oc2ccccc12 | -7% | 0.7% | 0.0% | 1% | -11% | i | 60 | -0.4% | 3% | -0.8 | 80 | Dengue-2 NS5 capping pilot replicate=-4.2
CCOc1ccc(-c2nonc2NC(=O)c2ccco2)cc1OCC | -4% | 0.1% | 0.2% | 4% | 13% | i | 9 | 2.1% | 6% | 0.0 | 52
CSCc1c(C(=O)Nc2ccccc2N2CCOCC2)oc2ccccc12 | 5% | 0.6%[50 µM] | / | 3% | / | i | 27 | 0.9% | / | 8.0 | 70
O=c1cc(O)n(-c2ccc(Cl)cc2)c(=S)[nH]1 | -19% | -0.2% | -0.1% | -9% | -15% | i | 44 | 1.5% | 8% | -0.8 | 65
Cc1ccc(CC(=O)O/N=C(\N)Cc2ccc([N+](=O)[O-])cc2)cc1 | -6% | 0.3% | -0.3% | 8% | 6% | i | 44 | 0.1% | 1% | -0.6 | 67
O=C(CSc1ncc(C(F)(F)F)cc1Cl)N1CCNC1=O | 2% | 0.5%[50 µM] | / | 3% | / | i | 24 | / | / | -1.8 | 59
CN1CCc2c(c3c(n2C)CCN(C)[C@@H]3c2cccnc2)[C@H]1c1cccnc1 | -6% | -0.1% | 0.3% | 8% | -4%&8% | i | 26&57 | -1.8%&0.3% | 9%&7% | -1.7&-0.1 | 45&71

Next section, starting with the last two of the part before.
SMILES | Dengue-2 NS5 capping | UTI89 phage lysis | West Nile antiviral | MgcRacGAP inhibition | Salmonella PhoP GFP | T cell HTS | T cell HTS vesicle-bound % | RSV CPE inhibition | SV40 large T antigen | NTR1 agonist | NTR1 agonist cell count 20 µM | others
O=C(CSc1ncc(C(F)(F)F)cc1Cl)N1CCNC1=O | 2% | 0.5%[50 µM] | / | 3% | / | i | 24 | / | / | -1.8 | 59
CN1CCc2c(c3c(n2C)CCN(C)[C@@H]3c2cccnc2)[C@H]1c1cccnc1 | -6% | -0.1% | 0.3% | 8% | -4%&8% | i | 26&57 | -1.8%&0.3% | 9%&7% | -1.7&-0.1 | 45&71
NC1=NC(=O)/C(=C\c2cccs2)S1 | -8% | 0.6% | 0.2% | -2% | -10% | i | 52 | 0.8% | 16% | 0.0 | 44
CCc1ccc(N(C(=O)CNC(=O)c2ccco2)C(C(=O)NC2CCCC2)c2cccnc2)cc1 (centres undefined) | 4% | -0.2% | -0.5% | 6% | -10% | i | 16 | 0.5% | 12% | -3.2 | 44
C[C@H]1CN=C(N(C)C)N1CC1CCCCC1 | -6% | 3.0% | / | 7% | / | i | 42 | 0.3% | 4% | -6.5 | 91
C=CCNC(=O)c1c(C(F)(F)F)nn(C)c1Cl | -1% | 0.6% | -0.5% | -4% | 0% | i | 60 | 1.5% | 24% | -0.5 | 40
CCN(CC)S(=O)(=O)c1ccc(C(=O)NCCCN=C2NS(=O)(=O)c3ccccc32)cc1 | -2% | 0.8% | 0.1% | 5% | 4% | i | 26 | 0.9% | 6% | 0.7 | 62
COC(=O)NC1CSCC1OC(=O)c1ccc(Br)cc1 (centres undefined) | 0% | 1.7% | -0.4% | 4% | -2% | i | 6 | -0.5% | -6% | -1.3 | 82
O=C(Nc1cccc(C(F)(F)F)c1)C1=CC=CN2CCS(=O)(=O)N=C12 | 6% | 0.2%[50 µM] | / | 5% | / | i | 59 | 0.0% | / | 2.8 | 53
COC(=O)Cc1c(C)c2ccc(O)c(CNCc3ccc(OC)c(OC)c3)c2oc1=O | -5% | 3.3%[50 µM] | -1.0% | 6% | 14% | i | 30 | -0.1% | 27% | 2.7 | 42
Cc1cc(-c2ccccc2)nc(N(C)C)c1S(C)(=O)=O | -3% | -0.1% | -0.4% | 8% | 6% | i | 7 | -0.3% | 5% | -0.5 | 43
O=C(Nc1ccc2c(c1)OCCO2)c1ccc(Cl)c(S(=O)(=O)N2CCOCC2)c1 | 2% | 6.0% | 0.3% | -9% | -4% | i | 9 | 1.4% | 4% | -0.6 | 51
COc1ccc(C)cc1S(=O)(=O)n1cnc2ccccc21 | 2% | -0.1% | -1.4% | 4% | -7% | i | 28 | 0.4% | 16% | 0.9 | 67 | Dengue-2 NS5 capping pilot replicate=2.7
CS(=O)(=O)N(Cc1ccc(C(=O)Nc2ccccc2Sc2ccccc2)cc1)c1ccccc1 | -3% | 0.8% | -0.1% | 15% | -9% | i | 48 | / | 11% | -1.2 | 42
Cc1nnc(NCCO)c2ccccc12 | -1% | 1.4% | 0.1% | -10% | -6% | i | 44 | 2.8% | 3% | -0.5 | 71
O=S(=O)(c1cccc(-c2csc(-c3cccnc3)n2)c1)N1CCCCC1 | -12% | -0.5% | 0.9% | -2% | -4% | i | 29 | 35% | 4% | 8.4 | 63
O=C(CCS(=O)(=O)c1ccccc1)OCC(=O)N1CCN(S(=O)(=O)c2ccc(Cl)cc2)CC1 | -4% | 1.6%[50 µM] | / | 12% | 3% | i | 22 | 1.3% | 30% | 0.0 | 72
CCOc1ccc2cc(S(=O)(=O)N3CCOCC3)ccc2c1 | -2% | -1.7% | 0.7% | -2% | 1% | i | 7 | 0.4% | 0% | -3.2 | 72
COc1ccc(OC)c(C2C(C(C)=O)=C(O)C(=O)N2c2ccc(F)cc2)c1 (centres undefined) | -1% | -0.5% | 0.4% | -3% | -5% | i | 20 | 12% | 10% | -0.1 | 76
O=C(COC(=O)c1cnccn1)c1ccc(Br)cc1 | -2% | 0.4% | 0.1% | 3% | 2% | i | 14 | 0.7% | 4% | -1.8 | 87
COc1ccc(OCC(=O)Nc2ccc(NC(=O)c3cccs3)cc2)cc1 | 0% | 0.3% | 0.1% | 4% | 3% | i | 24 | 0.6% | 18% | -2.0 | 51
C[C@@H]1C(=O)O[C@@H]2CC34[C@H]5C[C@@H](C(C)(C)C)C36[C@H](OC(=O)[C@@H]6O)OC4(C(=O)O5)[C@@]12O (some centres undefined) | -3% | 2.3% | 0.0% | 8% | 0% | i | 41 | 0.9% | 15% | -4.6 | 59
Cc1ccc(C(=O)NCCCN2CCOCC2)o1 | -1% | -0.1% | -0.1% | 6% | 6% | i | 59 | 0.6% | -3% | -1.7 | 89 | Dengue-2 NS5 capping pilot replicate=-0.6
CCn1c(SCC(=O)N(C)C2CCCCC2)nc2cc(S(N)(=O)=O)ccc21 | -3% | 0.3%[50 µM] | / | 2% | / | i | 42 | 1.6% | / | 2.4 | 67
COc1ccccc1N1CCN(C(=O)/C=C/c2ccco2)CC1 | -7% | 6.2% | -0.6% | 2% | 5% | i | 45 | 0.6% | 9% | 0.5 | 51
CC12CN(NC(=O)c3ccc(Cl)cc3)C3(C#N)CC1CCC23C (centres undefined) | -4% | 0.1% | 0.0% | 6% | 3% | i | 37 | 2.4% | 8% | 0.9 | 54
COc1cc2c(cc1OC)-c1nncn1C(C)(C)C2 | -6% | 0.2% | -0.1% | 3% | 1% | i | 7 | 0.6% | 10% | -0.1 | 77
